# Shiga toxin inh – blocks Shiga toxin action in Vero cells. Vero cells, Shiga toxin protein synthesis inhibition reporter. inhibition, % at 38.7 µM. 290,000 compounds, 9.2% hits. AID 2315; in the data active = inhibition mostly above about 28%, no sharp cut-off; inactive = mostly below about 43%; note: 0% is about no effect
# Pf growth 96h – P. falciparum growth inhibition at 96 hours. AID 504834. Potency, µM (doses to about 28.7 µM), for the others: at the highest dose activity change, negative = inhibition, actives largely listed as inhibitors. P. falciparum luciferase reporter growth, 96 h. 320,000 compounds, 6.9% hits; note: potency is the fitted concentration of half-maximal effect; % is set by controls: 0 for no effect and ±100 for the full control effect
#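 Parasite growth measured via integrated firefly luciferase reporter in P. falciparum. Infected erythrocytes at 2% hematocrit, 0.05% parasitemia final were treated 96 hours at 37 C under 5% CO2, and luminescence was read.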
# Pf growth 48h – P. falciparum growth inhibition at 48 hours (one generation) | P. falciparum luciferase growth in erythrocytes, 48 h | Potency, µM (highest dose often 28.7 µM), for the others: at the highest dose activity change, negative = inhibition, actives largely listed as inhibitors | 310,000 compounds, 5.9% hits; note: potency is the fitted concentration of half-maximal effect; % is set by controls: 0 for no effect and ±100 for the full control effect
#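 Read-out is firefly luciferase luminescence from an integrated reporter in P. falciparum, so falling signal marks reduced parasite growth. Infected erythrocytes were at 2% hematocrit and 0.1% parasitemia (final) in Albumax-supplemented RPMI 1640.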
# Sm TGR inh – inhibitors of Schistosoma mansoni thioredoxin glutathione reductase. Q962Y6. purified TGR, DTNB reduction, TNB absorbance 405 nm. Potency, µM (top dose mostly 114 µM), for the others: at the top dose activity change, negative = inhibition, actives largely listed as inhibitors. 360,000 compounds, 3% hits. AID 485364; note: potency is the fitted concentration of half-maximal effect; % is set by controls: 0 for no effect and ±100 for the full control effect; nearly all actives have a fitted effect of over 60% in size
#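 TGR 20 nM + NADPH 100 uM (dispensed conc.), cpd preinc 15 min RT; start with NADPH (500 uM addition) then DTNB (15 mM addition). Kinetic TNB absorbance, 405 nm filter. Four-parameter Hill fit across titration.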
# FBPA Giardia inh – blocks Giardia fructose-bisphosphate aldolase activity; A8B2U2; purified Giardia FBPA; Potency, µM (series often up to 59.6 µM), without a hit: at the top dose activity, negative = inhibition, most hits filed as inhibitors; 290,000 compounds, 0.71% hits; note: potency is the fitted concentration of half-maximal effect; % is set by controls: 0 for no effect and ±100 for the full control effect; nearly all actives have a fitted effect of over 55% in size
# Target sequence (A8B2U2 whole entry, looked up): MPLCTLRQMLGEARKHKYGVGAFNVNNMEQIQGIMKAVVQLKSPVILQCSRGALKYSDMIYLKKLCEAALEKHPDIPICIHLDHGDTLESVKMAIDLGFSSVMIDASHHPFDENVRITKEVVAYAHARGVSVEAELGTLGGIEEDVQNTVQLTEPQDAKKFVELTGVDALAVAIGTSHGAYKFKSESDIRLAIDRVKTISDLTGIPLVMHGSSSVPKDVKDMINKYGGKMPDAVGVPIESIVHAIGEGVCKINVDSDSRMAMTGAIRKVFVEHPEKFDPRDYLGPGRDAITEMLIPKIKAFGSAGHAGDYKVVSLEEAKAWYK
#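 Giardia FBPA (40 nM reagent) was preincubated 10 min at RT with compound (up to 57.5 uM final), then substrate plus GAPDH/TPI/NAD/arsenate coupling system with diaphorase/resazurin was added; resorufin fluorescence (525/598 nm) was read after 20 min.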
# CHX counter – affects cycloheximide protein synthesis inhibition readout, counter-screen | cell reporter, cycloheximide protein synthesis inhibition counterscreen | max response, % | 300,000 compounds, 12% hits; in the data active = max response mostly above about 13%, no sharp cut-off; inactive = mostly below about 14%; note: read at 38.3 µM for the half of the compounds with a filed dose; 0% is about no effect
# An asterisk follows results filed as active; ? = inconclusive; . = no result given; & = joins results of further samples; [ ] = dose if it differs, or a comment. Unless noted, calls come from the whole dose curve; as a rule, active = well fitted curve in the direction sought with a large enough effect; inconclusive = small, poorly fitted or top-dose-only effect, or another doubt; inactive = no such curve, though single readings can be large; an effect the other way counts as inactive or inconclusive. Not a hit list; about 24% have a hit in one of these screens.
1: O=C(CSc1ccccc1)Nc1cccc(S(=O)(=O)N2CCCCC2)c1
2: Cc1cccc(C(=O)Nc2nnc(S(=O)(=O)N3CCC(C)CC3)s2)c1
3: O=[N+]([O-])c1ccc(-c2nnc(-c3ccccc3)c(N3CCOCC3)n2)cc1
4: S=C(NCc1ccccc1)NNc1nc2ccccc2[nH]1
5: C=CCn1c(SCC(=O)Nc2cccc3ccccc23)nnc1-c1cnccn1
6: Cc1ccc(C2C(C(=O)c3cc4ccccc4o3)=C(O)C(=O)N2CCN2CCOCC2)cc1 (configuration not stated)
screen / no.	1	2	3	4	5	6
Shiga toxin inh	.	-2	-7	34	-9	35
Pf growth 96h	?	?	?	?	?	?
Pf growth 48h	?	12%	?	?	?	-26%
Sm TGR inh	?	-3%&2%	7%	-12%	13%	32µM*
FBPA Giardia inh	.	.	4%	-22%	-18%	.
CHX counter	.	-9	8	14	-5	17

7: CC(=O)O[C@H]1[C@H]2O[C@]23[C@@H]2CC[C@]4(O)C[C@@H](O)CC[C@]4(C)C2CC[C@]3(C)[C@H]1c1ccc(=O)oc1 (some centres not stated)
8: COCCNC(=O)c1ccc(Cl)c(Cl)c1
9: CN(C)c1cccc2c1c(NC(=O)Nc1ccc(F)cc1F)nn2C
10: CCOc1ccc(-n2c(Cc3cc(=O)[nH]c(=O)[nH]3)nnc2SC(C)C(=O)OC)cc1 (configuration not stated)
11: CCN(CC)S(=O)(=O)c1ccc(NS(=O)(=O)c2ccc(O)c([N+](=O)[O-])c2)cc1
12: CC(=O)N/C(=C/c1ccc2c(c1)OCO2)C(=O)NCC(=O)O
screen / no.	7	8	9	10	11	12
Shiga toxin inh	.	-5	16	-13	-17	12
Pf growth 96h	-1%	.	?	9.3µM*	4%	-10%
Pf growth 48h	20%	3%	10%	.	1%	8%
Sm TGR inh	-9%	-4%	9%	-34%	-5%	-1%
FBPA Giardia inh	.	2%	?	-2%	26%	4%
CHX counter	.	-3	10	-2	-3	-5

13: C=CCN1C[C@H](C)N([C@H](c2ccc(C(=O)N(CC)CC)cc2)c2cccc(OC)c2)C[C@H]1C
14: CCN(Cc1ccccc1)C(=O)CN1C(=S)NC(C)(C)CC1C (configuration not stated)
15: COc1ccc(S(=O)(=O)N(CC(=O)N/N=C/c2ccccc2C(=O)O)c2ccccc2OC)cc1
16: CC(C)(C)OC1NS(=O)(=O)OCC1NCOC(Cl)(Cl)Cl (configuration not stated)
17: O=C1C=C(NNC(=O)c2cccnc2)CC(c2ccco2)C1 (configuration not stated)
18: O=C(Nc1cccc(C(=O)N2CCN(Cc3ccccc3)CC2)c1)c1ccccc1
screen / no.	13	14	15	16	17	18
Shiga toxin inh	.	-4	29	-3	-10	33
Pf growth 96h	-25%	-28%	?	-22%	?	?
Pf growth 48h	4.8µM*	7%	?	31%	8%	22%
Sm TGR inh	.	-7%	13%	0.45µM*	0%	-11%
FBPA Giardia inh	8%	-3%	0%	?	-7%	-1%
CHX counter	.	-4	2	-3	1	1

19: CSCc1c(C(=O)NC2CCCc3ccccc32)oc2ccccc12 (configuration not stated)
20: CC(C)(C)c1ccc(C(=O)CCC(=O)NCc2ccccc2)cc1
21: COc1ccc(NC(=O)CN2C(=O)CSc3ncccc32)cc1
22: NC(=O)c1cc2n(n1)C(C(F)(F)F)CC(c1ccco1)N2 (configuration not stated)
23: Nc1cc(-c2ccccc2)nn1Cc1ccccc1
24: CCc1ccc(CN2CCC(n3nccc3NC(=O)c3ccc4c(c3)OCO4)CC2)cc1
screen / no.	19	20	21	22	23	24
Shiga toxin inh	16	.	4	-4	65	-7
Pf growth 96h	6%[5.75 µM]	?	?	?	?	?
Pf growth 48h	1%	?	26%	10%	24%	?
Sm TGR inh	-2%	-3%	0%	-36%	12%	-26%
FBPA Giardia inh	2%	.	-2%	0%	-6%	.
CHX counter	-2	.	-2	-2	29	-2

25: Cc1ccc(C)c(NC(=S)NNC(=O)c2csc(C(C)C)c2)c1
26: CCOC(=O)CSC(C)C(=O)Nc1nnc(C(C)C)s1 (configuration not stated)
27: Cc1ccc(NC(=S)N2CCCC2)cc1C
28: Cc1ccc(S(=O)(=O)Nc2ccc(C(=O)NCc3ccccn3)cc2)cc1
29: O=C(NCCS(=O)(=O)NCc1ccc(Cl)cc1)c1ccccc1
30: COc1cc(OC)cc(C(=O)N[C@H](C(=O)Nc2ccc(F)cc2F)C(C)C)c1
screen / no.	25	26	27	28	29	30
Shiga toxin inh	28	3	33	-6	.	39
Pf growth 96h	-6%	-6%	8%	1%	46%[activator]	-9%
Pf growth 48h	27%	-13%	49%[activator]	-14%	0%	.
Sm TGR inh	-2%	9%	-1%	1%	-3%	0%
FBPA Giardia inh	4%	-11%	.	0%	.	-2%
CHX counter	18*	-1	25*	-2	.	7

# Sorted by count of non-hydrogen atoms (highest first): three of the compounds above.
19: CSCc1c(C(=O)NC2CCCc3ccccc32)oc2ccccc12 (configuration not stated)
20: CC(C)(C)c1ccc(C(=O)CCC(=O)NCc2ccccc2)cc1
21: COc1ccc(NC(=O)CN2C(=O)CSc3ncccc32)cc1
screen / no.	19	20	21
Shiga toxin inh	16	.	4
Pf growth 96h	6%[5.75 µM]	?	?
Pf growth 48h	1%	?	26%
Sm TGR inh	-2%	-3%	0%
FBPA Giardia inh	2%	.	-2%
CHX counter	-2	.	-2

# (next part)
31: COc1ccc(-c2csc(N=C(N)N)n2)cc1
32: Cc1c(Nc2cc(N3CCCCCC3)c3nonc3c2[N+](=O)[O-])c(=O)n(-c2ccccc2)n1C
33: Cc1ccc(/C=[N+](\[O-])c2ccc(N(C)C)cc2)c2nsnc12
34: Cc1cccc(OCC(O)Cn2c(N3CCCCC3)nc3c2c(=O)[nH]c(=O)n3C)c1 (configuration not stated)
35: O=C1CC(N2CCOCC2)C(=O)N1c1cc(Cl)cc(Cl)c1 (configuration not stated)
36: CC1(c2ccccc2)NC(=O)N(CC(=O)N(CC(=O)Nc2ccccc2C(F)(F)F)Cc2ccco2)C1=O (configuration not stated)
screen / no.	31	32	33	34	35	36
Shiga toxin inh	68*	-2	85*	36	23	.
Pf growth 96h	?	?	132%[activator]	?	?	64%[activator]
Pf growth 48h	?	?	-108%	?	32%[activator]	-30%
Sm TGR inh	13%	2%	28µM*	-7%	35µM*	-9%
FBPA Giardia inh	3%	-11%	?	3%	-2%	.
CHX counter	25*	-1	34*	15	11	.

# Reprinted: compounds 30 to 33
30: COc1cc(OC)cc(C(=O)N[C@H](C(=O)Nc2ccc(F)cc2F)C(C)C)c1
31: COc1ccc(-c2csc(N=C(N)N)n2)cc1
32: Cc1c(Nc2cc(N3CCCCCC3)c3nonc3c2[N+](=O)[O-])c(=O)n(-c2ccccc2)n1C
33: Cc1ccc(/C=[N+](\[O-])c2ccc(N(C)C)cc2)c2nsnc12
screen / no.	30	31	32	33
Shiga toxin inh	39	68*	-2	85*
Pf growth 96h	-9%	?	?	132%[activator]
Pf growth 48h	.	?	?	-108%
Sm TGR inh	0%	13%	2%	28µM*
FBPA Giardia inh	-2%	3%	-11%	?
CHX counter	7	25*	-1	34*

# (listing goes on)
37: Nc1n[nH]c(-c2ccccc2)n1
38: O=C1Nc2ccc3sc4ccccc4c3c2C1=O
39: O=C1CS/C(=N/N=C/c2cccs2)N1Cc1ccc(F)cc1
40: O=C(c1cnn2c(C(F)(F)F)cc(-c3ccco3)nc12)N1CCCc2ccccc21
41: CCCNC(=O)c1ccc2c(c1)C1C3CCC(C3)C1C(c1ccccc1)N2 (configuration not stated)
42: CC(C)(C)c1ccccc1OCC(O)CN1CCN(c2ccccn2)CC1 (configuration not stated)
screen / no.	37	38	39	40	41	42
Shiga toxin inh	62	5	16	-18	-17	45
Pf growth 96h	?	?	25%	21%	.	?
Pf growth 48h	0%	?	?	.	9.3µM*	-21%
Sm TGR inh	10%	6%	-9%	0%[11.4 µM]	2%	3%
FBPA Giardia inh	.	13%	-1%	0%	-3%	?
CHX counter	6	-4	17	-2	-5	-1

43: CC(NC(C)c1ccccc1Cl)C(=O)Nc1cccc(S(=O)(=O)N2CCCCC2)c1 (configuration not stated)
44: COc1ccc2cc(C(=O)NCc3ccco3)c(=Nc3ccc(C(=O)O)cc3)oc2c1
45: O=C(Cc1ccc([N+](=O)[O-])cc1)N/N=C/c1cccs1
46: COc1ccc(S(=O)(=O)Nc2cccc(N(C)S(C)(=O)=O)c2)cc1Br
47: CC(C)N=c1scc(-c2cccs2)n1/N=C/c1ccc(O)c(O)c1O
48: CN(c1ccc(C(=O)Nc2nccs2)cc1)S(=O)(=O)c1ccccc1
screen / no.	43	44	45	46	47	48
Shiga toxin inh	.	112*	-4	-14	60*	57*
Pf growth 96h	13µM*	?	?	?	?	9%
Pf growth 48h	10µM*	10µM*	14%	-7%	-16%	?
Sm TGR inh	8%	-20%	0%	3%	20µM*	4%
FBPA Giardia inh	.	4%	-6%	5%	?	-4%
CHX counter	.	55*	-4	1	16*	38*

49: Cc1ccc(SCC(=O)NCCSC(C)(C)C)cc1
50: CC(C)c1ccc(NC2CCCN(C(=O)c3cc(C(C)C)[nH]n3)C2)cc1 (configuration not stated)
51: CSCC[C@H](NC(=O)[C@@H]1Cc2ccccc2CN1)C(=O)Nc1ccc2c(c1)OCCO2
52: Cc1cccc(C)c1NC(=O)CSc1nc(C2CC2)nc2ccccc12
53: COc1ccc(C(=O)N2CCN(Cc3ccccc3C)CC2)cc1OC
54: Cc1ccc(NCC(=O)N/N=C/c2cccc(Br)c2)cc1
screen / no.	49	50	51	52	53	54
Shiga toxin inh	35	5	87*	-9	-4	19
Pf growth 96h	39%[activator]	17%	90%[activator]	-7%	.	?
Pf growth 48h	.	?	69%[activator]	-1%	-7%	35%[activator]
Sm TGR inh	-4%	-29%	-11%	-9%	7%	20%
FBPA Giardia inh	2%	7%	-23%	0%	?	-11%
CHX counter	29*	-1	52*	-3	-2	5

55: CC(=O)c1cccc(NC(=O)CN2C=NS(=O)(=O)c3ccc(C)cc32)c1
56: Cc1c(N)c(C)c([N+](=O)[O-])c(C)c1[N+](=O)[O-]
57: CC(=O)NC(C)c1cc(Cl)c2cccnc2c1O (configuration not stated)
58: Cn1c(=O)c2c(O)c(C=Nc3ccc(F)cc3)c(=O)n(C)c2n(C)c1=O
59: CCOC(=O)CSc1n[nH]c(-c2cccnc2)n1
60: CC1CCN(C(=O)CSCC(=O)O)CC1
screen / no.	55	56	57	58	59	60
Shiga toxin inh	2	-9	.	-9	-17	-4
Pf growth 96h	-1%	3%	?	35%[activator]	125%[activator]	15%
Pf growth 48h	?	22%	?	32%[activator]	11%	25%
Sm TGR inh	2%&6%	0%	-10%&-18%	-5%	2%	-9%[57.1 µM]
FBPA Giardia inh	.	-3%	.	3%	-15%	3%
CHX counter	-2	-7	.	0	-1	1

61: Cc1nn(C)c(Oc2cccc(Cl)c2)c1C(=O)O
62: CCN(CC)S(=O)(=O)c1ccc(C(=O)N2CCN=C2SCc2cccnc2)cc1
63: O=C1C=C(c2ccc(-c3ccccc3)c(F)c2)C[C@@H](c2ccc(Cl)cc2)C1
64: CC(C)(C)n1nnnc1CN1CCC(NC(=O)NC2CCCCC2)CC1
65: CCOC(=O)c1ccc(NC(=O)Cn2nnc(-c3ccccc3C)n2)cc1
screen / no.	61	62	63	64	65
Shiga toxin inh	5	-18	.	-6	7
Pf growth 96h	51%[activator]	24%	?	2%	-3%
Pf growth 48h	6%	0%	25%	-23%	-14%
Sm TGR inh	0%	5%	-14%	-3%	-1%
FBPA Giardia inh	10%	4%	.	2%	-3%
CHX counter	0	-4	.	-1	6

# Screening results: PubChem, National Center for Advancing Translational Sciences (NCATS)
